PKM2 activator: PKM2 (human) enzyme activation | Potency, µM (top dose mostly 57.5 µM), inactives show at the highest dose activation, actives largely listed as activators | P14618 | purified PKM2, Kinase-Glo ATP luminescence, activation; response scale: 0% is enzyme alone, no compound | 260,000 compounds, 0.34% hits; note: potency is the fitted concentration of half-maximal effect; % is set by controls: 0 for no effect and ±100 for the full control effect; nearly all actives have a fitted effect of over 55% in size
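Purified hPK-M2 (>95% pure) converted ADP (0.1 mM final) to ATP with 0.5 mM PEP in 50 mM imidazole pH7.2, KCl, MgCl2, Tween 20, BSA; 1 h at room temperature. ATP detected by Kinase-Glo luminescence.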
FBPA coupling cs: counter-screen for Giardia aldolase inhibitors: coupling enzyme system; activity change, negative = inhibition, % at 58.2 µM, hits read low; coupling enzyme system counterscreen, AmpLite Red fluorescence; 290,000 compounds, 0.67% hits; in the data active = activity change below about -30%; note: % is set by controls: 0 for no effect and ±100 for the full control effect
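Compounds tested against the coupling enzymes alone at 57.5 uM final; readout was AmpLite Red fluorescence (525/598 nm) after 20 min at RT.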
hERG WT inh: blocks the wildtype human KCNH2 potassium channel; activity change, % at 1.84 µM; U2OS, BacMam KCNH2, thallium flux FluxOr; stronger effect = lower value; 340,000 compounds, 0.37% hits;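 active = maximum activity change below -70%; inconclusive = maximum activity change between -70% and -50%; inactive = maximum activity change above -50%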; note: % is set by controls: 0 for no effect and ±100 for the full control effect
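U2OS cells transduced with wild-type KCNH2 virus are loaded with FluxOr dye for 45 min, and thallium flux is measured in kinetic reads before and after stimulation buffer. Rate constants are normalized to DMSO controls.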
Giardia kill: kills Giardia lamblia; Giardia lamblia trophozoite viability; activity change, % at 7.66 µM, hits read low; AID 540267; 340,000 compounds, 0.15% hits; in the data active = activity change below about -80%; inconclusive = between about -30% and that limit;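 note: parasites exposed to compound for two days anaerobically before the ATP read; % is set by controls: 0 for no effect and ±100 for the full control effect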
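Luminescent ATP signal served as the viability read-out, measured 15-30 min after adding ATP detection reagent to trophozoites that had been incubated with compounds for 48 hrs at 37 deg C anaerobically at 100 cells/well.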
USP2a block: inhibitors of human ubiquitin-specific protease USP2a; O75604; USP2 core, Ub-CHOP2 coupled fluorogenic reporter, 485/531; Potency, µM (series often up to 38.3 µM), for inactives: top-dose activity change, negative = inhibition, actives largely listed as inhibitors; 330,000 compounds, 0.01% hits;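 note: potency is the fitted concentration of half-maximal effect; plate controls were DMSO wells for no effect and full inhibition by NEM control for full effect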
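Cell-free coupled assay: 10nM USP2 core preincubated 30min RT with compound in Tris-HCl pH 8.0/CaCl2/CHAPS buffer, then 25nM Ub-CHOP2 and 25nM reporter substrate; fluorescence (Ex 485/Em 531) read after 60min RT, normalized to NEM inhibition, concentration-response curves fitted.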
GALK inhibitor: inhibitors of human galactokinase. P51570. Purified GALK, Kinase-Glo residual ATP luminescence. Potency, µM (titrated, usually from 57.5 µM), for the others: at the top dose activity change, negative = inhibition, usual class: inhibitors. 270,000 compounds, 0.007% hits. AID 1868; note: potency is the fitted concentration of half-maximal effect; % is set by controls: 0 for no effect and ±100 for the full control effect
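Human GALK (5 nM) with 35 uM ATP and 100 uM galactose in 20 mM HEPES pH 8.0, 5 mM MgCl2, 60 mM NaCl, 1 mM DTT, 0.01% BSA. After 1 h at room temperature, leftover ATP was read by Kinase-Glo Plus luminescence.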
TRPV1 ag: activates the human vanilloid receptor TRPV1; AID 540275; 320,000 compounds, 0.19% hits; TRPV1-expressing cells, Fluo-8 calcium influx, agonist mode; activation, % at 8.33 µM; Q8NER1; in the data active = activation above about 80%; inconclusive = between about 30% and that limit; note: 0% is about no effect
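Cells expressing TRPV1 were dye-loaded with Fluo-8 and read kinetically: 10 s baseline, 3 min after compound (agonist portion), then 2 min after EC20 capsaicin (allosteric enhancer portion). Calcium-bound dye fluorescence at 480/520 nm.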
KCNH2 3.1 inh: blocks the human KCNH2 3.1 channel isoform; activity change, % (tested at about 1.8 µM); 340,000 compounds, 0.95% hits; AID 720553; U2OS KCNH2 3.1, thallium flux FluxOr; stronger effect = lower value;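 active = maximum activity change below -70%; inconclusive = maximum activity change from -70% to -50%; inactive = maximum activity change above -50%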;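 note: thallium influx rate constant from kinetic fluorescence after stimulation buffer; % is set by controls: 0 for no effect and ±100 for the full control effect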
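Measured as rate of thallium-driven FluxOr signal in transduced U2OS cells carrying the 3.1 channel, read kinetically for 2 min upon stimulation; values are rate constants scaled to DMSO control wells.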
CXXC DNA block: MLL CXXC-DNA interaction inhibition. Q03164. 290,000 compounds, 0.037% hits. Potency, µM (series often up to 115 µM), inactives show at the highest dose activity change, negative = inhibition, hits mostly inhibitors. MLL-CXXC / FITC-HOXA9 DNA fluorescence polarization; active = well fitted inhibition curve with a large enough effect in the polarisation, with a control signal flat, not every such curve was filed as active; inconclusive = small, poorly fitted or top-dose-only effect, or effect the other way, or a change in a side signal; inactive = no such curve, though single readings can be large or run the other way; the % refers to the polarisation; note: potency is the fitted concentration of half-maximal effect
Target sequence (Q03164 whole entry, looked up): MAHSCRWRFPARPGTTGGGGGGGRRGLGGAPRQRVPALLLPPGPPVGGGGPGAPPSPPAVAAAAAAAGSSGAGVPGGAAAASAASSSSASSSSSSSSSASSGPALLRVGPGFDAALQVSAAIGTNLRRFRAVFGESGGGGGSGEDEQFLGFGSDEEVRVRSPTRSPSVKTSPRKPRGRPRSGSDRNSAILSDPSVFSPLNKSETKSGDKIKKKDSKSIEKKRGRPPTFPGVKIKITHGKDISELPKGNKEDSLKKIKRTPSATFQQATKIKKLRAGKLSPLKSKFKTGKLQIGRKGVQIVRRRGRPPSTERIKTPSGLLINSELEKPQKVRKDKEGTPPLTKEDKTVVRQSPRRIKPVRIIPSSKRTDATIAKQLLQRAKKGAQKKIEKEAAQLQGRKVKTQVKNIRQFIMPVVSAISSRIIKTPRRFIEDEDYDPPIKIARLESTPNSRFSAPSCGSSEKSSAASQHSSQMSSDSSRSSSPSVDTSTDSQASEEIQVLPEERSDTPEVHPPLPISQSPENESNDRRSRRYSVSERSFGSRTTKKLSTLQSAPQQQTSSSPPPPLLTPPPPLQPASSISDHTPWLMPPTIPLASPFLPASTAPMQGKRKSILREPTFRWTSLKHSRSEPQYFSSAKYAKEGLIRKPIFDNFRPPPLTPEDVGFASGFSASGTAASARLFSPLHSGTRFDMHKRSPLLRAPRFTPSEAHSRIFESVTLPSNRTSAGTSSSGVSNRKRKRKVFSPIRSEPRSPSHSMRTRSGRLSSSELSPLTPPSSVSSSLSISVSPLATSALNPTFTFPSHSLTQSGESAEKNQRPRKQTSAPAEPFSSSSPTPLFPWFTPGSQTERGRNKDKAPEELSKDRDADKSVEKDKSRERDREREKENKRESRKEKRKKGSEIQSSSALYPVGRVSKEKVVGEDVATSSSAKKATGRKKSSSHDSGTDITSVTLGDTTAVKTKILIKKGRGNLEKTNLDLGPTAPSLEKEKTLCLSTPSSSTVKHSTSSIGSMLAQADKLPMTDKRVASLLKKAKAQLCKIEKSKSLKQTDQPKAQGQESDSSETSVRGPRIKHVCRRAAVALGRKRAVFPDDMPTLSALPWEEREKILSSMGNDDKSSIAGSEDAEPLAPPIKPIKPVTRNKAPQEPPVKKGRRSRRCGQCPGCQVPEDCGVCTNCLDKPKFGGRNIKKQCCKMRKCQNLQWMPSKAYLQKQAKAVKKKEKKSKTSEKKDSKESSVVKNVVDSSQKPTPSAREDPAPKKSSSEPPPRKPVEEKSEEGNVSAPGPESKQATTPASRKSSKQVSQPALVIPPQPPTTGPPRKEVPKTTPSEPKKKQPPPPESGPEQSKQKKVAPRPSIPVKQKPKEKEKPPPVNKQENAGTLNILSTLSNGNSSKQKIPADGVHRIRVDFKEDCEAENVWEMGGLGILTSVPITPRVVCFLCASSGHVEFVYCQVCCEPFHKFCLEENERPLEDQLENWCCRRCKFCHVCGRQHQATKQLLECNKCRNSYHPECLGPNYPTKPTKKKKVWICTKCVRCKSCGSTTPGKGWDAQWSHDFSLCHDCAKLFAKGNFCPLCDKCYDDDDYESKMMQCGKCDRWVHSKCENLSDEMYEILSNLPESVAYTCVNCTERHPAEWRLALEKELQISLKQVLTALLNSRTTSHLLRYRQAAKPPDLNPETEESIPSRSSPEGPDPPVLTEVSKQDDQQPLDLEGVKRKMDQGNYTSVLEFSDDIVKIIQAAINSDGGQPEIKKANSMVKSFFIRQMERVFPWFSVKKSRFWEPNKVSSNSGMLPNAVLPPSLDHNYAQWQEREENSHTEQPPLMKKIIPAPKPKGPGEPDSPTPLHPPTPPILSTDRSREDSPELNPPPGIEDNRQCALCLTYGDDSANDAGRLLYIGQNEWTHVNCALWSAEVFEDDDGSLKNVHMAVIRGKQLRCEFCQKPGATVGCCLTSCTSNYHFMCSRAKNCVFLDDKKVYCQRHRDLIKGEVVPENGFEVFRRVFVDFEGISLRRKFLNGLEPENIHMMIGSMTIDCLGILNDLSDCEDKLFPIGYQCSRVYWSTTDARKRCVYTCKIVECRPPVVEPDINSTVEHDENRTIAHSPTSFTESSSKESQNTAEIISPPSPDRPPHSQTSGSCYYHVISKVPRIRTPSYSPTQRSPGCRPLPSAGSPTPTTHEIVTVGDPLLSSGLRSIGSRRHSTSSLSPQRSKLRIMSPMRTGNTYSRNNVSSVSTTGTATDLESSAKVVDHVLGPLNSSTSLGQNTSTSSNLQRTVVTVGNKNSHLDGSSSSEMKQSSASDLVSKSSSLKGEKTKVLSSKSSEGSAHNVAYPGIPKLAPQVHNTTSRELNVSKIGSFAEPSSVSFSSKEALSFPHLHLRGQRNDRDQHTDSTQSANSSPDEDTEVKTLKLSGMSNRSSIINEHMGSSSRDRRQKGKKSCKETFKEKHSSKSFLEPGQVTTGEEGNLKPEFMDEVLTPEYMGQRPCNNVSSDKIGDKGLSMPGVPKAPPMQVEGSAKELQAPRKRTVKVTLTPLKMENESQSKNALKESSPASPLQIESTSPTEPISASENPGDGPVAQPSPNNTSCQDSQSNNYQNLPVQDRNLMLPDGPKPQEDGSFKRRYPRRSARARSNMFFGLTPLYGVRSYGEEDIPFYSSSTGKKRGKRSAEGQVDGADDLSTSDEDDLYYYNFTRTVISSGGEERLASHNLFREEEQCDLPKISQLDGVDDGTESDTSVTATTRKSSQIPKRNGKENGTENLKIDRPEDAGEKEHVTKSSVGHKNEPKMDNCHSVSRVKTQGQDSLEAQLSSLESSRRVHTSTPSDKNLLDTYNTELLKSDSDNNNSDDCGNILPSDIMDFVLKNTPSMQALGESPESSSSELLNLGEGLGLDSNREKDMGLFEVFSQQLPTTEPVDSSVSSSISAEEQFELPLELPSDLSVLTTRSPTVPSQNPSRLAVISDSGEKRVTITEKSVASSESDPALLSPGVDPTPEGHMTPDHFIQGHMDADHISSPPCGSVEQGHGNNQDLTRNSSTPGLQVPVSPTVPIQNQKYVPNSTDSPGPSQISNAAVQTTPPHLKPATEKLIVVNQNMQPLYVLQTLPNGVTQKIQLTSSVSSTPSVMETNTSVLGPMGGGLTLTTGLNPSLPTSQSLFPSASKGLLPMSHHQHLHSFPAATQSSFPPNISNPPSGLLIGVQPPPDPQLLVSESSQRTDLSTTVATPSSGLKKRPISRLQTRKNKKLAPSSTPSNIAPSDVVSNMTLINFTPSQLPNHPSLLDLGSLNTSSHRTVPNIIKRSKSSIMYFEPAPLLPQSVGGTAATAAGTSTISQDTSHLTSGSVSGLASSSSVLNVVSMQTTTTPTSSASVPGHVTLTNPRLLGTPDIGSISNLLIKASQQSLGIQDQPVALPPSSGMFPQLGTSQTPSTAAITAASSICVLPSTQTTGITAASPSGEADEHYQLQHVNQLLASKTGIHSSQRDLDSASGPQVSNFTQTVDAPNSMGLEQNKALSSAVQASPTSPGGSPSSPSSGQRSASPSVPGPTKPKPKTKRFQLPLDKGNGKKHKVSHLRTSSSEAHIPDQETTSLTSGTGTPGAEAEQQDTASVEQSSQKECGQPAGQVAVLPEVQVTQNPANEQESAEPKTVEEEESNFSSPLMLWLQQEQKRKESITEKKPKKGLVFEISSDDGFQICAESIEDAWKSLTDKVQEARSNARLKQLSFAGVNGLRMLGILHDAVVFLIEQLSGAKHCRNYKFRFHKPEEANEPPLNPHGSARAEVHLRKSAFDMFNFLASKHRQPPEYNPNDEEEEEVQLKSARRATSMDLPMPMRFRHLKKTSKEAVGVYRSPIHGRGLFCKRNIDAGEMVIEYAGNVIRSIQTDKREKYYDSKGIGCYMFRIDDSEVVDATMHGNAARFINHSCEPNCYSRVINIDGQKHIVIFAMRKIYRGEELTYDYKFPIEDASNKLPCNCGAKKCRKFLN
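Fluorescence polarization: 7 uM MLL-CXXC (stock) preincubated 5 min with compounds, then 50 nM fluorescein-HOX-A9 DNA (stock) added; 30 min ambient. Buffer 50 mM Tris-HCl pH 7.5, 50 mM NaCl, 1 mM DTT, 0.05% BSA.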
B2AR arrestin: recruits beta-arrestin to the human beta2-adrenergic receptor; P07550; beta-arrestin recruitment to beta2AR, cell-based reporter; Potency, µM (titrated, usually from 46.1 µM), inactives show top-dose activation, hits mostly activators; 330,000 compounds, 0.02% hits; AID 492947;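 note: potency is the fitted concentration of half-maximal effect; 0% = DMSO controls and full agonism = EC100 isoproterenol or metaproterenol; nearly all actives have a fitted effect of over 65% in size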
Menin-MLL TR inh: menin-MLL binding inhibition, Texas Red mutant peptide; O00255; Menin + Texas Red MLL mutant peptide, fluorescence polarization; Potency, µM (series often up to 61.6 µM), inactives show top-dose FP activity change, negative = inhibition, most hits filed as inhibitors; 270,000 compounds, 0.23% hits; active = well fitted inhibition curve with a large enough effect in the polarisation, with a control signal flat, not every such curve was filed as active; inconclusive = small, poorly fitted or top-dose-only effect, or effect the other way, or a change in a side signal; inactive = no such curve, though single readings can be large or run the other way; the % refers to the polarisation; note: potency is the fitted concentration of half-maximal effect; % of control where 0% means no effect; many of its hits are not listed in these tables
* = called active by the depositor; ? = inconclusive; · = not tested or not shown; [ ] = another dose, or the depositor's remark. Unless noted, calls come from the whole dose curve; as a rule, active = well fitted curve in the direction sought with a large enough effect; inconclusive = small, poorly fitted or top-dose-only effect, or another doubt; inactive = no such curve, though single readings can be large; an effect the other way counts as inactive or inconclusive. The list is partial, so the mix of outcomes need not match the whole.

SMILES | PKM2 activator | FBPA coupling cs | hERG WT inh | Giardia kill | USP2a block | GALK inhibitor | TRPV1 ag | KCNH2 3.1 inh | CXXC DNA block | B2AR arrestin | Menin-MLL TR inh
CS(=O)(=NS(=O)(=O)c1ccc(Cl)cc1)c1ccccc1 (stereo unspecified) | 2% | 2 | -9 | -8 | 1% | -2% | -2 | 5 | -6% | -0.2% | ·
Cn1nc(C(=O)Nc2nc(-c3ccccn3)cs2)c2ccccc2c1=O | · | · | 1 | -8 | -1% | · | -4 | -7 | · | -0.1% | ·
O=C(c1cc(-c2cccnc2)nc2ccc(Br)cc12)N1CCN(c2ncccn2)CC1 | 20% | -2 | -4 | -21 | 5% | 2% | -6 | -8 | -8% | 0.3% | 0%
COc1ccc(NC(=O)CN(C)C(=O)Cc2c(C)nc3ccccc3c2C)cc1 | · | · | 0 | -15 | -1% | · | -1 | -10 | · | -0.3% | ·
O=C(COC(=O)C1CC(O)CN1S(=O)(=O)c1ccc(Cl)cc1)c1cccc(Cl)c1 (stereo unspecified) | 0% | 0 | 1 | 2 | 1% | · | 4 | -6 | 12% | 5.4% | -6%
O=C(CCCc1ccccc1)Nc1ccccc1C(F)(F)F | 0% | 2 | 0 | -4 | 3% | 4% | 9 | 43 | -6% | -0.6% | 0%
O=C(Nc1ccc(Br)cc1)C1CC(c2c(F)cccc2Cl)=NO1 (stereo unspecified) | -6% | 1 | -5 | -8 | 1% | -2% | 14 | -4 | 21% | -0.8% | 25%
Cc1nn(Cc2ccc(Cl)cc2)c(C)c1NC(=O)c1cc(-c2ccco2)on1 | -3% | 1 | 0 | 5 | 2% | 1% | 1 | -2 | 2% | -0.9% | -14%
COC(=O)c1ccccc1S(=O)(=O)N1CCn2cccc2C1C (stereo unspecified) | 0% | -9 | -15 | -3 | 2% | 11% | -4 | -16 | -5% | 0.0% | -11%
Cc1ccc2oc(=O)c3cnn(CC(=O)NC4CCN(Cc5ccccc5)CC4)c3c2c1 | -1% | 1 | 1 | -12 | -3% | 1% | 2 | -5 | 1% | -0.7% | 9%
COCCn1nnnc1SCC(=O)NCc1ccc2c(c1)OCO2 | 2% | 1 | 0 | -2 | 3% | 11% | 1 | 0 | -8% | -0.2% | 20%
CCOC(=O)c1ccc2nc(NC(C)=O)sc2c1 | 0% | 3 | 8 | 9 | -4% | 2% | 12 | 6 | 7% | -0.2% | 15%
CCCC(=O)C1C(=O)CC(CC(C)SCC)CC1=O (stereo unspecified) | 0% | 2 | -11 | 5 | 1% | 1% | 1 | 12 | -9% | 0.3% | -10%
COC(=O)c1ccccc1N(C)S(=O)(=O)c1cc2c(cc1C)OCC(=O)N2 | -4% | -11 | -1 | 10 | -6% | 5% | 0 | 15 | 18% | -0.2% | -21%
Cc1cccc(C(=O)c2cn[nH]c2-c2ccc(C)cc2O)c1 | 0% | 0 | 4 | 2 | -1% | 3% | 2 | 10 | 2% | -0.2% | 6%
COc1ccc(N2C(=O)CSC2c2ccccc2[N+](=O)[O-])cc1 (stereo unspecified) | 8% | -1 | -6 | 1 | 3% | 0% | -3 | -7 | ? | -0.5% | 10%
O=C1CSC(=Nc2ccccc2)N1Cc1ccccc1 | 3% | 5 | 7 | -2 | -5% | -3% | 9 | -18 | -1% | -0.3% | -3%
COc1ccc(OC)c(C(C(=O)NC2CCCCC2)N(Cc2ccco2)C(=O)c2ccccn2)c1 (stereo unspecified) | -2% | 0 | 2 | -5 | 0% | 0% | 0 | 2 | -4% | -0.6% | -12%
COc1ccccc1CNCC(=O)Nc1ccc(N2CCOCC2)cc1 | -7% | -1 | 3 | -11 | 2% | 0% | 0 | -5 | -2% | 1.5% | -4%
CC(=O)N1CCC(C(=O)NC2CC(C)(C)Cc3c2cnn3-c2ccc(F)cc2)CC1 (stereo unspecified) | -1% | · | 3 | 2 | 0% | 5% | -4 | -4 | 2% | -1.1% | ·
COc1cccc2cc(C(=O)NCCN3CCOCC3)c(=O)oc12 | · | 0 | -8 | -1 | 0% | · | 3 | -18 | 0% | 0.4% | 14%
N#CC(C(=O)NCCc1ccccc1)c1nc2ccccc2nc1N1CCOCC1 (stereo unspecified) | 0% | 3 | 1 | -2 | ? | 0% | 14 | -22 | -1% | -0.3% | -16%
Cc1c(C(=O)N(Cc2ccccc2)C(C)C)cnn1-c1ccccc1 | 1% | -1 | -5 | 20 | 0% | -2% | 6 | 14 | -17% | -0.3% | ·
NC(N)=NS(=O)(=O)c1ccc(N=C2C(=O)Nc3ccccc32)cc1 | 2% | -3 | -11 | -14 | -6% | -2% | 1 | -1 | ? | 1.1% | -23%
CC(=N\NC(=O)c1ccc([N+](=O)[O-])cc1)/C(=N/O)C(=O)Nc1ccccc1 | 0% | 1 | -1 | 3 | -1% | 1% | -5 | -1 | 2% | -0.5% | ?
The list goes on:
SMILES | PKM2 activator | FBPA coupling cs | hERG WT inh | Giardia kill | USP2a block | GALK inhibitor | TRPV1 ag | KCNH2 3.1 inh | CXXC DNA block | B2AR arrestin | Menin-MLL TR inh
COCCCn1c(SCC(=O)Nc2ccccc2F)nnc1-c1ccoc1C | -1% | 0 | -16 | 9 | 1% | 17% | 0 | 17 | 3% | 0.0% | ?
Cc1ccc(CNC(=O)COc2ccc(S(=O)(=O)N3CCCC3)cc2)cc1 | -1% | 0 | -14 | 15 | -2% | -2% | 2 | -11 | 6% | 0.4% | -15%
COc1cccc(NC(=O)c2cnc(SC)nc2)c1 | 2%[11.5 µM] | -1 | 24 | -12 | -2% | 8% | 18 | -1 | 1% | -1.1% | 21%
COC(=O)/C=C1/N/C(=N\c2nc(C)cc(C)n2)N(c2ccc(C)c(C)c2)C1=O | 6% | 2 | -7 | -11 | 2% | -3% | 4 | · | 14% | -0.1% | -20%
NNc1nc2c(F)cccc2s1 | -23% | 2 | -1 | -9 | 3% | -2% | -5 | -8 | -5% | -0.9% | 5%
Cc1ccc2oc(=O)c3cnn(CC(=O)N4CCc5ccccc5C4)c3c2c1 | 4% | 6 | 6 | 14 | -1% | 2% | 1 | 13 | -23% | -0.2% | -15%
CCOc1ccc(OCCC(=O)OCC(=O)N2CCN(c3ccc(OC)cc3)CC2)cc1 | · | · | -6 | -6 | 1% | · | -2 | 5 | · | -0.1% | ·
Cc1ccc(OCc2nnc(NC(=O)c3cccnc3)s2)cc1 | -2% | 3 | -1 | 10 | 0% | -1% | -1 | 1 | -5% | 0.0% | ·
O=C(CC1C(=O)NCCN1Cc1cccc(Oc2ccccc2)c1)NCCc1ccccn1 (stereo unspecified) | 18% | -10 | 5 | 3 | 4% | -2% | -1 | -10 | -13% | 0.0% | ?
COc1ccc(NS(=O)(=O)c2c(F)cccc2F)cc1S(=O)(=O)N1CCOCC1 | · | · | -8 | -26 | 0% | · | 3 | 2 | · | 0.0% | ·
Clc1ccc2c(c1)C(N1CCNCC1)Cc1ccccc1S2 (stereo unspecified) | 0% | 2 | 12 | -27 | 3% | 0% | 0 | -14 | 29% | -0.6% | -1%
COc1ccc(OC)c(C(=O)N2CCC(C(=O)c3ccc(F)cc3)CC2)c1 | -2% | 4 | -1 | -4 | 1% | 2% | -2 | -6 | 0% | -1.3% | -1%
COC(=O)c1c(C)[nH]c(C(=O)COc2ccc3ccc(=O)oc3c2)c1C | · | · | -9 | 0 | 2% | · | -3 | -6 | · | -0.1% | ·
CCOC(=O)CCCCCC(=O)Nc1ccc2c(c1)C(=O)N([C@H](C)CO)C[C@H](C)[C@@H](CN(C)C(=O)Nc1ccc(OC)cc1)O2 | · | · | -3 | -22 | 4% | · | · | 2 | · | -0.1% | ·
Cc1ccc(C)c(N2CCN(CCCNC(=O)CCn3c(=O)c4cccn4c4cccnc43)CC2)c1 | · | -1 | 27 | 2 | 0% | 2% | 0 | ? | 38%[activator] | -0.2% | -5%
Cc1cc(=O)oc(C)c1C(=O)OC(C(=O)c1ccccc1)c1ccccc1 (stereo unspecified) | -3% | 2 | -1 | -23 | 0% | 1% | 20 | -9 | 14% | -0.3% | -4%
CCOc1ccc(C(=O)N2CCc3ccccc32)cc1 | 2%[11.5 µM] | 1 | 1 | -23 | -1% | 0% | 15 | 24 | -12% | 0.3% | -13%
Cc1cc(C)nc(N2CCC(C(=O)Nc3ccc4c(c3)OCCO4)CC2)n1 | 1% | 4 | 5 | -10 | 0% | -3% | -4 | -5 | -1% | 0.3% | 10%

High-throughput results (PubChem)
